Source: PubChem BioAssay (ICCB-Longwood Screening Facility, Harvard Medical School)
Polio RdRp inh: poliovirus RdRp elongation inhibitors, primary screen, biochemical, fluorescence polarization, total intensity | Genome polyprotein (Poliovirus type 1 (strain Mahoney)), P03300 | poliovirus polymerase elongation; stronger effect = lower value | % elongation, % (compound at 16.7 µg/mL) | 150,000 tested, 0.66% active | AID 588519, 2011; in the data active means % elongation below about 90%; further: some results filed as inactive read as strong as hits
Target sequence (P03300 1749-2209 limits assumed): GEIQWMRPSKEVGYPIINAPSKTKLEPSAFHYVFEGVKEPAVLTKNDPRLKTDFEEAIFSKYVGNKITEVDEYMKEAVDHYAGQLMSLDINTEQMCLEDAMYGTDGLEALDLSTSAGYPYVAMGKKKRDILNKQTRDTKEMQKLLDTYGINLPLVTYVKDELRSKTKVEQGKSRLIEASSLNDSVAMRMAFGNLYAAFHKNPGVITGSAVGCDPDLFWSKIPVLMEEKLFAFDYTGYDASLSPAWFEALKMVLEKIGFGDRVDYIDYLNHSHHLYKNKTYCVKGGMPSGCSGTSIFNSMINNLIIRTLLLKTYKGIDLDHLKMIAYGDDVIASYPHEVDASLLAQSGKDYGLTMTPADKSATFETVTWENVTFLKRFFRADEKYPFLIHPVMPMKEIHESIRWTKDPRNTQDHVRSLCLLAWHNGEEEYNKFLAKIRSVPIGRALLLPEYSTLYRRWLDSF
Polio RdRp inh FP z-score: further read-out of Polio RdRp inh, marked with its call; z-score; measured here: FP z-score; hits read low
* marks the source's active call; other numbers are inactive results. These rows are one share of the data, so the mix of outcomes need not match the whole.

canonical_smiles,Polio RdRp inh,Polio RdRp inh FP z-score
COc1cc(CNC(=O)c2cnc(SC)nc2-c2ccccc2)cc(OC)c1OC,110,0.9
N#Cc1cc2c(nc1SC1CCc3ccccc3C1=O)CCCC2 (configuration not stated),99,-0.6
CC1=NNC(=O)/C1=C/c1ccc(-c2ccc(Cl)cc2)o1,104,0.6
CCCCc1ccc(NS(=O)(=O)c2cc3c4c(c2)CC(=O)N4CCC3)cc1,105,0.5
CCNC(=O)c1ccc(C)c(-n2c(C)nc3cccnc32)c1,107,0
Cc1ccc(C(=O)N(Cc2ccc(N(C)C)cc2)Cc2ccco2)cc1,101,-1.5
O=C(CSc1ncccn1)N1CCCc2ccccc21,101,0.4
CCc1ccc2oc(-c3ccc(C)c(NC(=O)Cc4ccccc4)c3)nc2c1,109,0.9
COc1ccc(Nc2nc3ccccc3n3c(N)nnc23)cc1,105,0.1
O=C1c2ccccc2C(=O)N1CN1CCN(Cc2ccc3c(c2)OCO3)CC1,99,-0.4
Clc1ccccc1OCCBr,102,0.1
O=C(CSc1nccc(=O)[nH]1)C12CC3CC(CC(C3)C1)C2,103,0.2
C/C(=N\OC(=O)Nc1ccc(Cl)cc1)c1cc(-c2ccccc2)no1,100,-0.4
CC(C)(C)NC(=O)Cn1c(SCC(=O)c2ccc3c(c2)OCCO3)nc2ccccc21,99,-0.8
O=C(/C=C/c1ccccc1)NCCN1CCOCC1,98,-0.4
O=C(c1ccc2c(c1)CCN2S(=O)(=O)c1ccc(Cl)cc1)N1CCN(c2ccccc2F)CC1,103,-0.7
COc1cc(C)nc(N(C)S(=O)(=O)c2ccccc2)n1,101,-0.2
Cc1ccccc1C(=O)NC(=S)N1CC(C)OC(C)C1 (configuration not stated),102,0.5
COc1ccccc1-c1nn(CN(c2ccccc2)c2ccccc2)c(=S)o1,101,-0.3
O=C(c1ncoc1-c1ccccc1)N(Cc1ccccn1)Cc1ccccn1,104,0.3
O=C(C1=Cc2sc3c(c2CS1)CCCC3)N1CCCC1,102,-0.4
COc1ccc(-c2csc(C)n2)cc1,101,-0.1
Cc1nc2nc(N)nn2c(C)c1CCC(=O)OCc1cccc(Cl)c1,105,0.4
CC(C)(C)C(=O)NC1CCSC1=O (configuration not stated),102,0.1
CCOCCC(=O)Nc1cc(C)ccn1,103,0.6

Further compounds.
canonical_smiles,Polio RdRp inh,Polio RdRp inh FP z-score
CCCn1c2c(c(O)c(C(=O)Nc3ccccc3F)c1=O)CCCC2,101,0.1
COc1ccc(-n2c(/C=C/c3ccccc3F)nc3cc(OC)c(OC)cc3c2=O)cc1Cl,112,0.8
Cc1ccc(C(C)C)c(OCCNC(=O)Nc2ccc(Br)cc2)c1,102,-0.1
Cc1cc(=O)[nH]c(NN=C2CCC(C(C)(C)C)CC2)n1 (configuration not stated),108,0.2
Cc1nn(-c2ccc(F)cc2)c(C)c1/C=C/C(=O)NC(C)(C)C,100,-0.3
CC(=O)N(Cc1cccnc1)c1nc2cc(C)cc(C)c2s1,110,0.7
COC(=O)c1ccc2c(=O)[nH]c(COC(=O)c3ccccc3SCC(=O)N3CCCC3)nc2c1,107,0.4
Cc1nnc2sc(-c3ccc(F)cc3)nn12,102,-0.1
CCOC(=O)C1=C(N)c2ccccc2CC1(C)CC (configuration not stated),100,-0.4
O=C(Cc1ccccc1)N/N=C1/CCS(=O)(=O)c2ccc(F)cc21,106,0.5
Cc1ccc(C)c(NC(=O)CSc2nncn3c2cc2sccc23)c1,103,-0.8
Cc1ccccc1CS(=O)(=O)Cc1ccc(C(=O)NCCc2ccccc2)o1,114,0.8
COc1ccc(N2C(=O)/C(=C\c3ccc(C(C)C)cc3)C(=O)NC2=S)cc1,104,0.5
O=C(CN1CCSC1=O)Nc1cccc(-c2nnc3n2CCCCC3)c1,105,0.3
COc1ccc2ncc(C(=O)O)c(NCCO)c2c1,100,-0.6
O=C(CSC1=NCCS1)NCc1ccc2c(c1)OCO2,99,-0.5
CCOC(=O)NNc1nc2ccccc2o1,103,0.5
NS(=O)(=O)c1ccc(-c2ccc(/C=N/NC(=O)CSc3ccccc3F)o2)cc1,99,-0.5
O=C(CSc1nc(O)c(C/C=C/c2ccccc2)c(=O)[nH]1)Nc1cccc(F)c1,93,-3.4
CCc1cccc(C)c1NC(=O)COC(=O)C1CC(=O)N(c2ccc(OC(C)C)cc2)C1 (configuration not stated),102,-0.2
CN(C)CCNC(=O)c1ccc(N2CCCCS2(=O)=O)cc1,108,0.3
Cc1cc(C)c(NC(=O)Cn2nc(-c3ccncc3)ccc2=O)c(C)c1,108,0.2
O=C(CCc1ccc(-n2cnc3cccnc32)cc1)NCCc1cccs1,104,0.7
Cc1nnc(SC(C)C(=O)Nc2ccc(N3CCOCC3)cc2)n(N)c1=O (configuration not stated),101,0.5
Cc1c(Cl)cccc1-n1ncc(C(=O)N2CCN(c3ncccn3)CC2)c1C1CCN(C(=O)OC(C)(C)C)CC1,103,-0.7

Further entries
canonical_smiles,Polio RdRp inh,Polio RdRp inh FP z-score
COc1ccccc1CNc1nc2ccccc2c2nc(-c3cccnc3)nn12,104,-0.2
COc1ccc(C2=C(C)C(=O)N(Cc3ccc(C(=O)Nc4cc(C)ccc4C)cc3)S2(=O)=O)cc1,110,0.4
COc1ccc2c(c1)C13CCCC[C@@H]1C(C2)N(C)CC3 (some centres not stated),100,0.1
CC(C)n1nccc1N(Cc1ccc(Cl)cc1)S(=O)(=O)c1ccccc1,101,-0.2
CCOC(=O)c1cc2c(=O)n3ccccc3nc2n(CCCOC)c1=NC(=O)C(C)Oc1ccccc1 (configuration not stated),102,-0.7
CCn1c(SCC(=O)Nc2nc(C)c(C)s2)nnc1C(C)NC(=O)c1ccccc1F (configuration not stated),104,1
Cc1cc(C)cc(OCC(=O)OCC(=O)c2ccc3c(c2)OCO3)c1,104,0
CC(NC(=O)c1ccccc1)C(c1cccs1)N1CCOCC1 (configuration not stated),100,-0.6
CN1CCCN(C(=O)c2ccncc2)CC1,101,-0.5
COc1cc(OC)c(NC(=O)CCc2ccccc2)cc1Cl,98,-1.7
CC1CCCCN1S(=O)(=O)c1ccc(NC(=O)Cn2cnc3ccccc3c2=O)cc1 (configuration not stated),102,0.4
CCC(Sc1nc2sc(C(=O)OC)c(C)c2c(=O)n1N)C(=O)Nc1cccc(OC)c1 (configuration not stated),104,1
CCn1c(C(=O)N2CCC(C(=O)NCCc3ccc(OC)cc3OC)CC2)cc2sccc21,107,0.2
CCc1c(C(=O)NCCN(C)C)csc1C,101,0.2
Cc1cc(C(=O)CSc2ccc3c(c2)OCCO3)c(C)n1C,105,0.4
CCc1ccc2c(c1)C1(NN=C(c3ccccc3)S1)C(=O)N2 (configuration not stated),104,0.5
COc1ccccc1CNC(=O)c1cnc(N2CCCC2)nc1C,103,-0.3
CCn1c(C(=O)O)c(S(=O)(=O)c2ccc(Cl)cc2)c2ccccc21,100,-0.6
CC(C)OCCCn1c(=O)c2ccccc2n2c(-c3ccc(F)c(F)c3)nnc12,107,-0.1
COc1ccc(Sc2cccs2)cc1,110,0.7
O=C(c1ccccc1)N1CCN(C(=O)C2(c3ccccc3)CC2)CC1,104,0.3
CCn1c(SCC(=O)Nc2ccccc2OC)nc2c([nH]c3ccccc32)c1=O,101,-0.3
CC(=O)Nc1ccc(NC(=O)Nc2cccs2)cc1,99,-1.3
CCc1c(C)c(C#N)c2nc3ccccc3n2c1Nc1ccncc1,99,-0.5
Cn1cnc2cc(NC(=O)COc3ccccc3)ccc21,102,0.1

The list goes on.
canonical_smiles,Polio RdRp inh,Polio RdRp inh FP z-score
COc1ccc(OC)c(NS(=O)(=O)c2ccc(N3CCCCS3(=O)=O)cc2)c1,108,0.4
Cc1cc(F)ccc1NC(=O)Cn1cc(S(=O)(=O)NC(C)C)c(S(=O)(=O)NC(C)C)c1,116,1.7
Cc1nn(-c2ccccc2)c2c1C(O)n1c(nc3ccccc31)S2 (configuration not stated),104,0.4
CCN(CC(=O)Nc1ccc(SC(F)F)cc1)CC1COc2ccccc2O1 (configuration not stated),106,0.4
Cn1c(SCc2cc(=O)n3cc(Br)ccc3n2)nnc1-c1ccco1,103,0.1
O=C1c2ccccc2S(=O)(=O)N1CCSc1ncc(C(F)(F)F)cc1Cl,103,0
CSc1ccc(CCNC(=O)c2ccc3snnc3c2)cc1,104,0.9
Cc1cc(C)c2c(-n3cccc3)c(C(=O)NCCc3ccccc3)sc2n1,104,-0.8
CN(C)S(=O)(=O)c1ccc(=O)n(C(C(=O)NC2CC2)c2ccccc2)c1 (configuration not stated),102,0.1
O=C(COC(=O)c1ccc2c(=O)n3c(nc2c1)CCCCC3)NCC1CCCCC1,99,-0.4
CC(OC(=O)CC1CC2CCC1C2)C(=O)Nc1ccc(N2CCOCC2)cc1 (configuration not stated),98,-0.8
CCCOc1ccc(-c2nonc2NC(=O)c2oc3ccc(C)cc3c2C)cc1OCCC,105,-0.3
N#Cc1ccc(COc2cccc[n+]2[O-])cc1,107,0.5
COc1ccccc1NC1=NC(c2ccc(Cl)cc2)N=C(N)N1 (configuration not stated),94,-0.9
CCn1c(SCC(=O)N(C)C2CCCCC2)nc2ccc(Br)cc2c1=O,103,0.1
CC1=C(C(=O)Nc2ccccc2)C2(CCCCC2)C(C#N)=C(SCC(=O)Nc2nccs2)N1,106,0.4
CCOC(=O)c1csc(NC(=O)Nc2cccc(OC)c2)n1,101,0.2
C(=Nc1ccc2c(c1)OCCOCCOCCO2)c1c[nH]c2ccccc12,100,-0.4
COc1ccccc1/C=C/c1nc(C#N)c(NCc2ccccc2)o1,109,0.3
Clc1ccc(-n2c(Cc3ccccc3)nnc2SCc2nc(-c3cccs3)no2)cc1,113,1.7
CNS(=O)(=O)c1cccc(C(=O)NCc2ccccc2)c1,105,0.2
O=C(CSc1nc(-c2ccco2)cc(C(F)(F)F)n1)N(Cc1ccccc1)Cc1ccccc1,102,0.1
CCCCC(=O)Oc1cc(-c2ccccc2)c2oc(=O)sc2c1,102,-0.2
CCN1C(=O)C(=Cc2ccc(-c3ccc(Br)c(Cl)c3)o2)C(=O)N(CC)C1=S,99,-0.2
COc1cccc(C2Nc3ccccc3-c3nc4ccccc4n32)c1 (configuration not stated),101,0.4

Further results follow.
canonical_smiles,Polio RdRp inh,Polio RdRp inh FP z-score
Cc1ccc(C)c(NC(=O)C(Cc2ccccc2)n2cccc2)c1 (configuration not stated),111,2.2
CNc1c(NC(=O)Nc2cccc(OC)c2)c(=O)oc2ccccc12,102,0.4
O=C(CSc1nccc(=O)[nH]1)CSc1nccc(=O)[nH]1,99,-0.3
CC(Sc1nc(=O)cc(N)n1CCc1ccccc1)C(=O)Nc1cccc(Cl)c1 (configuration not stated),108,0.8
Cc1ccc(-n2ncc3c(NCCCN4CCOCC4)ncnc32)cc1,109,0.4
COc1cc2c(cc1OC)CN(CCC(=O)O)CC2,104,0.5
CC(C)(C)c1cn(-c2ccc(F)cc2)c(=S)[nH]1,99,-0.6
O=C(CSC(=S)N1CCSCC1)c1ccccc1,100,-0.7
Cc1nc2ccc(S(=O)(=O)N(CC(=O)Nc3cccc(C)c3C)Cc3ccccc3)cc2s1,108,0.5
CCc1ccccc1NC(=O)C1CCCN(c2nnc(-n3cccc3)s2)C1 (configuration not stated),105,0.6
COc1cccc(NC(=O)c2ccc3nc(CCc4ccccc4)oc3c2)c1,112,1.1
COc1ccc(N2CCN(C(=O)CCNS(=O)(=O)c3ccc(Br)s3)CC2)cc1,104,1.5
CC(C)CC(=O)N1c2nc(C(C)C)nn2C2(CCCCC2)[C@@H]2CCCC[C@@H]21,105,0.1
CCN(CC)Cc1nc2c(c(=O)[nH]1)C(CC)(CC)Cc1ccccc1-2,105,1.1

Reprinted at random: 4 entries already listed, in no set order.
canonical_smiles,Polio RdRp inh,Polio RdRp inh FP z-score
NS(=O)(=O)c1ccc(-c2ccc(/C=N/NC(=O)CSc3ccccc3F)o2)cc1,99,-0.5
CCc1ccccc1NC(=O)C1CCCN(c2nnc(-n3cccc3)s2)C1 (configuration not stated),105,0.6
Cc1cc(C)c2c(-n3cccc3)c(C(=O)NCCc3ccccc3)sc2n1,104,-0.8
Cc1cc(=O)[nH]c(NN=C2CCC(C(C)(C)C)CC2)n1 (configuration not stated),108,0.2

Single records (already shown). Order of screens: Polio RdRp inh	Polio RdRp inh FP z-score
Shown for CC1CCCCN1S(=O)(=O)c1ccc(NC(=O)Cn2cnc3ccccc3c2=O)cc1 (configuration not stated) → 102	0.4
Shown for NS(=O)(=O)c1ccc(-c2ccc(/C=N/NC(=O)CSc3ccccc3F)o2)cc1 → 99	-0.5
Shown for COC(=O)c1ccc2c(=O)[nH]c(COC(=O)c3ccccc3SCC(=O)N3CCCC3)nc2c1 → 107	0.4
Shown for CCc1c(C(=O)NCCN(C)C)csc1C → 101	0.2
Shown for Cc1nnc(SC(C)C(=O)Nc2ccc(N3CCOCC3)cc2)n(N)c1=O (configuration not stated) → 101	0.5
